Bioassay records: PubChem, National Center for Advancing Translational Sciences (NCATS)
TRHR agonist = agonists of human TRH receptor | P34981 | TRHR cells, calcium flux fluo-8, FDSS agonist mode | activation, % at 2 µM | 360,000 tested, 0.18% active | AID 493084; in the data active = activation above about 30%; also: 0% is about no effect
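TRHR-expressing cells loaded with fluo-8 calcium dye; 23 nL library compound pin-transferred, kinetic FDSS fluorescence (Ex 480/Em 530) recorded about 180 s for agonist-induced calcium release, before a 10 nM TRH EC20 addition for potentiator mode.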
RXFP1 ag = RXFP1 (human) receptor agonism; HEK293T-RXFP1 cAMP TR-FRET, 30 min; response scale: percent of porcine relaxin response, buffer zero; Potency, µM (doses to about 57.5 µM), inactives show at the highest dose activation, most hits filed as activators; 370,000 tested, 0.3% active; AID 2676; also: potency is read from the fitted curve at half-maximal effect; % is scaled to controls: 0 for no effect and ±100 for the full control effect; nearly all actives have a fitted effect of over 60% in size; many of its hits are not listed in these tables
Target sequence (Q9HBX9 whole entry, looked up): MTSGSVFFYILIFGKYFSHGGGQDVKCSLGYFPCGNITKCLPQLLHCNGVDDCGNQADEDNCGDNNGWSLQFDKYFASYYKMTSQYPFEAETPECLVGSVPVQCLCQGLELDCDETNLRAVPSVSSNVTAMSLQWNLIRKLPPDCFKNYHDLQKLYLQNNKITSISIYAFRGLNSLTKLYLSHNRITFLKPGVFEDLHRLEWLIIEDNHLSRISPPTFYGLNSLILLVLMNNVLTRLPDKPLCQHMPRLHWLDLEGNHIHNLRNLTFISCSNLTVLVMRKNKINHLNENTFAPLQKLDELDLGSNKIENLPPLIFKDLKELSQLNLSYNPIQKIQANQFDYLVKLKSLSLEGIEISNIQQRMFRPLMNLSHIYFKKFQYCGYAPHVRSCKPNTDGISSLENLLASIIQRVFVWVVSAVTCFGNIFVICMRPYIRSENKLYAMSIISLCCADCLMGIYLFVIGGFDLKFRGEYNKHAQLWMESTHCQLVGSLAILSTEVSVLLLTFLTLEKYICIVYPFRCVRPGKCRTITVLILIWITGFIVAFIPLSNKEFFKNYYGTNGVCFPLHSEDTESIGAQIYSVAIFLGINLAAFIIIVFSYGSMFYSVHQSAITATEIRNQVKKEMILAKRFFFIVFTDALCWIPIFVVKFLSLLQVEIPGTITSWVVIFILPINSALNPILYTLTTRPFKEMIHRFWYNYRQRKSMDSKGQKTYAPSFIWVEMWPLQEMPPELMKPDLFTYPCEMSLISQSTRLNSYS
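HEK293 cells stably expressing RXFP1, treated 30 min at 37C with compounds plus PDE4 inhibitor Ro 20174; cAMP measured by HTRF TR-FRET. Normalized to buffer and 29 nM porcine relaxin; EC50 by Hill fit.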
D1 potentiator = human D1 dopamine receptor positive modulation | AID 504651 | HEK293 TREx D1 cells, calcium flux, dopamine EC20 potentiation | potentiation, % at 10 µM | 360,000 tested, 0.036% active | P21728; in the data active = potentiation above about 30%; also: 0% is about no effect
RXFP1 antag = RXFP1 (human) relaxin receptor antagonism; Q9HBX9; HEK293-RXFP1, relaxin-stimulated cAMP HTRF, 30 min; hits give low values; activity change, negative = inhibition, % at 57.5 µM; 350,000 tested, 0.59% active;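 active = activity change of -60% or lower, but not beyond a set lower limit; inconclusive = change between -60% and -40%, or beyond the set limit; inactive = change above -40%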; also: % is scaled to controls: 0 for no effect and ±100 for the full control effect
TRHR enhancer = TRH receptor (human) allosteric enhancement. P34981. TRHR cells, fluo-8 calcium fluorescence, EC20 TRH enhancement. enhancement, % at 2 µM. 360,000 tested, 0.66% active. AID 493056; in the data active = enhancement above about 30%; also: 0% is about no effect
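TRHR-expressing cells loaded with fluo-8 calcium dye were read kinetically (ex 480/em 530) during compound addition, then stimulated with an EC20 of TRH (10 nM final). Enhancement of the Gq-mediated intracellular calcium response was scored.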
D1 antag = antagonists of human D1 dopamine receptor; 360,000 tested, 3.2% active; AID 504652; activity change, negative = inhibition, % at 10 µM; HEK293 TREx D1 cells, calcium flux, dopamine EC80; hits give low values; in the data active = activity change below about -30%; also: % is scaled to controls: 0 for no effect and ±100 for the full control effect
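Tetracycline-induced HEK293 T-REx cells with force-coupled D1 receptor were loaded with a no-wash calcium dye. Compound was added after a 10 s baseline and read kinetically for 180 s; EC80 dopamine was then added and calcium flux followed another 180 s.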
D2 PAM = positively modulates the human D2 dopamine receptor allosterically; P14416; HEK293 T-REx D2, calcium flux, EC20 dopamine potentiation; potentiation, % at 10 µM; 340,000 tested, 0.34% active; AID 485347;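 active = potentiation over 3 SD above the plate norm, cut at about 30% in these data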; also: 0% is about no effect
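Tetracycline-induced HEK293 T-REx cells force-coupled to calcium signalling expressed D2; compounds were pin-added after a 10 s baseline, read kinetically 180 s, then an EC20 dopamine challenge followed with a further 180 s calcium read.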
D1 agonist = human D1 receptor agonism. HEK293 T-REx D1 cells, calcium flux, agonist mode. activation, % at 2 µM. 360,000 tested, 1% active. AID 504660; in the data active = activation above about 30%; also: 0% is about no effect
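Tetracycline-induced HEK293 TREx D1 cells, force-coupled to calcium signalling, were dye-loaded with a no-wash calcium kit. Compound was pin-added after a 10 s baseline. Fluorescence was read kinetically at 1 cycle/s for 180 s, with calcium rises flagged as agonism.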
Anesthetic bind = candidate novel general anesthetic via apoferritin binding | P02791 | apoferritin/1-aminoanthracene competitive binding, fluorescence | Potency, µM (highest dose often 77.5 µM), for inactives: top-dose activity change, negative = displacement, hits mostly inhibitors | 350,000 tested, 0.074% active; also: potency is read from the fitted curve at half-maximal effect; % is scaled to controls: 0 for no effect and ±100 for the full control effect; nearly all actives have a fitted effect of over 20% in size
Target sequence (P02791 2-175 limits assumed): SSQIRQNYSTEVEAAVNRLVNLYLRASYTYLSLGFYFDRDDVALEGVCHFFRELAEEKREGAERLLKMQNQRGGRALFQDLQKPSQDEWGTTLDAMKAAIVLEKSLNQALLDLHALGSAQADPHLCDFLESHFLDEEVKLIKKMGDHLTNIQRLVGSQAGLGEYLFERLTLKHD
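Concentration-response curves derived by four-parameter Hill fitting of normalized fluorescence, where compounds displaced 1-AMA from 10 uM horse apoferritin following a brief 10 min room-temperature incubation; propofol titration acted as positive control.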
Numbers without * were called inactive; ? = inconclusive; · = no result given; [ ] = remark or other dose. Unless noted, calls follow the shape of the dose curve; as a rule, active = well fitted curve in the direction sought with a large enough effect; inconclusive = small, poorly fitted or top-dose-only effect, or another doubt; inactive = no such curve, though single readings can be large; an effect the other way counts as inactive or inconclusive.

no. | molecule | TRHR agonist | RXFP1 ag | D1 potentiator | RXFP1 antag | TRHR enhancer | D1 antag | D2 PAM | D1 agonist | Anesthetic bind
1 | O=C(NCc1ccc2c(c1)CCN2C(=O)c1ccncc1)c1ccccc1Br | -0.1 | 0.6% | -4 | ? | -3 | -31* | 0 | 9 | -6%
2 | CCc1ccc(NC(=O)Cn2ccn(-c3ccc(C)c(C)c3)c(=O)c2=O)cc1 | -0.4 | 4.5% | -4 | -13 | 4 | -11 | 9 | 10 | ?
3 | O=C(CN1CCCCCC1=O)OCc1ncc(-c2ccccc2)o1 | 0.8 | 2.4% | -6 | 10 | 0 | 4 | -5 | 3 | ?
4 | CCn1ccnc1[C@@H]1C[C@H]2CN(c3ccccc3OC)C(=O)[C@]23CCCN13 | -1.7 | -1.9% | -4 | -9 | 18 | 0 | -9 | 2 | -10%
5 | CSc1ccccc1NS(=O)(=O)c1cccc2nonc12 | -0.1 | -3.3% | 8 | 1 | 3 | 3 | -5 | 1 | -10%
6 | CCOC(=O)C1(CCSC)NC(c2ccco2)C2C(=O)N(C)C(=O)C21 (stereo not drawn) | 0.5 | 2.1% | -4 | -5 | -1 | -15 | 0 | 0 | -8%
7 | O=C(NC1CCCCC1)c1cccnc1Sc1ccccc1Cl | 0.2 | 1.8% | 3 | 4 | 4 | -13 | · | 0 | -5%
8 | COc1ccc2c(c1OC)C(=O)N1N=C(c3ccc(Br)cc3)CC21 (stereo not drawn) | -1.2 | 1.1% | -11 | -9 | -3 | 7 | 5 | 1 | 0%
9 | CCCCOc1ccc(C2=NC(c3cccs3)=Nc3ccc(OC)cc3N2)cc1 | 0.3 | 1.3% | -2 | -19 | 2 | -2 | 1 | -1 | ?
10 | COc1ccc(Nc2nc(-c3ccc(OC)cc3)c(CCC(=O)O)s2)cc1 | -0.2 | 1.1% | 10 | -10 | -2 | 10 | 15 | 1 | -4%
11 | CC(O)CNc1nc2c(c(=O)n(Cc3ccc(Br)cc3)c(=O)n2C)n1C (stereo not drawn) | 0.6 | 3.7% | -9 | -2 | 5 | 37 | 10 | 0 | -7%
12 | CC(C)(C)OC(=O)Cc1nnc(C(C(=O)OCc2ccccc2)c2ccccc2)s1 (stereo not drawn) | 0.5 | · | -2 | · | -2 | 4 | · | 15 | ·
13 | O=C(Cc1ccccc1)Nc1ccccc1C(=O)N1CCCCC1 | 0.2 | -1.4% | -2 | -1 | -4 | 6 | 12 | 1 | -3%
14 | Cc1cc(NC(=O)CSc2ccc(-c3nc4cc(C)c(C)cc4[nH]3)cn2)no1 | -1.1 | 3.2% | -1 | 3 | 10 | 6 | 11 | 3 | -15%
15 | O=C(CC1C(=O)NCCN1Cc1cccc(F)c1F)NC1CCCCCC1 (stereo not drawn) | 0.6 | -0.2% | -3 | -6 | 3 | 2 | 1 | 1 | ?
16 | CCN1/C(=C/c2sc(-c3ccccc3C)c[n+]2C)Sc2ccccc21 | -0.1 | 1.9% | -3 | -28 | -2 | -9 | · | 3 | ?
17 | CCN1C(=O)CC(C(=O)NCCc2ccc(S(N)(=O)=O)cc2)SC1=Nc1ccc(OC)cc1 (stereo not drawn) | 0.4 | 0.3% | 2 | 1 | -9 | -6 | -2 | 0 | -7%
18 | O=C1/C(=C/c2cccc(Cl)c2)CSc2sccc21 | -0.6 | 0.1% | -4 | -9 | -2 | 13 | 12 | 3 | ?
19 | COc1cc(/C=C2/C(=O)ON=C2C)cc(Cl)c1O | 1.4 | -0.2% | -7 | -15 | 14 | 4 | -7 | 0 | -11%
20 | C#CCNC(=O)C1=C[C@@H](C2CCCCC2)[C@H](CCCO)[C@@H](OCC)O1 | -0.6 | 2.1% | -1 | · | -1 | 4 | -5 | -3 | -16%
21 | Cc1cccc(NC(=O)c2nc[nH]c2C(=O)N(C)Cc2ccccc2)c1 | -0.2 | -1.5% | -1 | · | -11 | · | -21 | -1 | ·
22 | COC(=O)C1=C(C)N(CCCC(=O)O)C(=O)NC1c1cccs1 (stereo not drawn) | 0.3 | -1.4% | 11 | · | 4 | 22 | 3 | -2 | 1%
23 | O=C(C1CCN(S(=O)(=O)c2cccs2)CC1)N1CCN(c2ccccc2F)CC1 | -0.9 | 0.4% | 2 | · | 9 | -15 | 4 | 0 | 43%[activator]
24 | COc1ccc(NS(=O)(=O)c2ccc(C)c(NC(=O)NC3CCCCC3)c2)cc1 | 0.5 | -0.2% | -7 | 16 | -5 | -4 | -21 | 10 | ?
25 | CC(C)c1ccc2occ(CC(=O)Nc3ccccc3Cl)c2c1 | 0.8 | 0.0% | 3 | -30 | -3 | -1 | 7 | 8 | -13%
26 | COC(=O)c1ccc(CSc2nc3ccccc3c(=O)n2CC(C)C)o1 | -0.1 | 4.0% | 6 | -9 | -4 | -1 | -3 | 4 | -17%
27 | O=[N+]([O-])c1ccc(-n2nnnc2-c2ccccc2)cc1 | 0.0 | -2.1% | 1 | 0 | 36* | -7 | -3 | -4 | -7%
28 | COc1ccc2c(c1)CCCC21SC(NC(C)=O)=NN1C(C)=O (stereo not drawn) | 0.4 | -2.4% | 4 | -21 | -1 | 20 | 0 | -1 | 0%
29 | Cc1ccc(C)c(NC(=O)C(C)n2c(=O)cc(C(F)(F)F)c3c(C)nn(C)c32)c1 (stereo not drawn) | 0.3 | -0.6% | -3 | · | 5 | 10 | 6 | 0 | -6%
30 | COC(=O)COc1ccc(S(=O)(=O)N2CCN(c3ccccc3F)CC2)cc1C | -0.5 | 24% | -6 | -5 | 16 | -20 | 2 | 8 | 2%
31 | COc1cccc(CN(C)C(=O)[C@@H](NC(=O)c2ccc(C)cc2)C(C)C)c1 | -1.7 | -2.3% | 0 | -4 | 0 | -4 | 3 | 6 | -13%
32 | CCC1(C)NC(=O)N(CC(=O)N2CCC(Cc3ccccc3)CC2)C1=O (stereo not drawn) | -0.2 | 0.4% | · | 2 | 5 | 1 | -4 | 6 | ·
33 | Cc1cc(C)n(-c2ccc(S(=O)(=O)N3CCOCC3)cc2[N+](=O)[O-])n1 | -0.5 | -1.7% | -4 | -19 | 0 | -2 | -3 | 2 | -4%
34 | Cc1nc(N2CCCC2)c2c(C(=O)N3CCN(c4ccccc4)CC3)c(C)oc2n1 | -0.6 | 2.6% | 5 | 5 | 11 | 5 | -7 | 0 | -9%
35 | Cc1cnc(C(=O)Nc2nccs2)cn1 | -0.3 | -0.9% | 1 | -15 | 5 | 10 | -3 | 4 | -13%
36 | O=C(O)CCC(=O)Nc1ccccc1N1CCOCC1 | 0.6 | -0.4% | -3 | -5 | 10 | -4 | 5 | 2 | 0%
37 | Cc1ccc(NC(=O)COc2ccc(/C(N)=N/O)cc2)cc1C | -0.9 | -0.9% | -3 | · | -2 | -20 | 7 | 4 | -8%
38 | O=C(NC(=S)NCc1ccccc1)c1cccc(Cl)c1 | 0.6 | -1.9% | -2 | -3 | -1 | -5 | · | 6 | -23%
39 | COc1ccc(/C=C/c2nc(C#N)c(N3CCC(C(N)=O)CC3)o2)cc1OC | 1.2 | 11% | -3 | -4 | -4 | 7 | -1 | -1 | -7%
40 | CC(SC1=NCCS1)C(=O)Nc1nnc(-c2ccc(F)cc2)s1 (stereo not drawn) | 1.7 | 3.3% | -4 | 1 | 1 | 6 | -13 | 5 | 7%
41 | CNC(=S)Nc1cc(OC)c(NC(=O)c2ccco2)cc1OC | -0.1 | -1.1% | -2 | 5 | -4 | -22 | -5 | 3 | -4%
42 | Cc1ccc(NC(=O)c2c(C)noc2-c2snnc2C)cc1 | -0.7 | 4.2% | -5 | 0 | 0 | 2 | -1 | 2 | -1%
43 | O=C(COC(=O)c1ccco1)Nc1ccc([N+](=O)[O-])cc1Cl | -0.5 | 1.3% | 9 | 3 | 4 | -1 | -9 | 1 | ·
44 | Cc1nc(NCc2cccnc2)c2c3c(sc2n1)CCCC3 | 0.4 | 3.8% | -4 | -4 | -3 | 4 | -15 | -1 | -7%
45 | COC(=O)CCN(C1CCCCC1)S(=O)(=O)c1ccc(S(=O)(=O)N2CCCCC2)cc1 | -0.2 | 4.2% | -5 | -3 | 2 | 2 | 3 | 4 | -10%
46 | CC(C)c1nnc(NC(=O)CN2C(=O)c3ccccc3C2=O)s1 | 0.4 | 1.7% | 1 | 25 | -1 | 6 | -12 | 3 | -16%
47 | COc1cc(/C=C2/SC(=S)N(Cc3ccccc3)C2=O)cc(Cl)c1O | 159* | 16% | 3 | 6 | 92* | -25 | -21 | 474* | -1%
48 | CC(=O)N1CCOc2cc(S(=O)(=O)NCc3ccccc3Cl)c(C)cc21 | 0.7 | -0.4% | 1 | 16 | -22 | 3 | 10 | -1 | -19%
49 | O=C(CCn1c(=O)c2sccc2n(CC(=O)Nc2ccccc2)c1=O)NCc1ccccc1Cl | -0.5 | ? | 3 | -11 | -6 | 12 | 11 | 1 | 4%
50 | CNc1nc(N/N=C/c2cc3c(cc2[N+](=O)[O-])OCO3)nc(Nc2ccccc2)n1 | -3.6 | -0.6% | -12 | -1 | 0 | -6 | 8 | 3 | ?
51 | COc1cccc(NC(=O)C2CCC(CNS(=O)(=O)c3ccc4c(c3)CCCC(=O)N4)CC2)c1 (stereo not drawn) | 0.1 | -0.7% | -3 | · | 2 | -18 | -6 | 4 | -10%
52 | Cc1ccccc1OCC(O)Cn1c(N2CCCCC2)nc2c1c(=O)[nH]c(=O)n2C (stereo not drawn) | -0.4 | 3.9% | 3 | -11 | 0 | 12 | · | -1 | -6%
53 | CCCCn1c(N)c(NCC(C)C)c(=O)[nH]c1=O | 0.0 | 0.2% | 1 | 5 | -6 | -46* | 10 | 2 | 13%
54 | O=C(N[C@@H](Cc1ccccc1)C(=O)OCC(=O)N1CCOCC1)c1cccs1 | 0.5 | 1.4% | 1 | 12 | 0 | -3 | 3 | -1 | -3%
55 | O=C(Nc1ccc(Br)cc1)c1cccc(N2C(=O)CCC2=O)c1 | -0.1 | 0.1% | 1 | 8 | 0 | 7 | · | 3 | -3%
56 | COc1ccc(Br)cc1/C=N/NC(=O)C[n+]1ccccc1 | 1.0 | 4.4% | -4 | 4 | 6 | -8 | -20 | 0 | -4%

Only part of the results is shown; count on the stated rates, not on these rows.
